Avidin fluor – compound fluoresces at 488/530 nm on avidin beads. 220,000 tested, 0.38% active. AID 1775. fluorescence (KMESF) at 10 µM. compound fluorescence 488/530 nm, flow cytometry; active compounds read high; in the data active means fluorescence above about 47; further: inactives centre near 10
Cdc42 wt GTP – modulators (inhibitors or activators) of GTP binding to human Cdc42 wildtype. AID 761. percent activity (GTP binding), % at 10 µM. GST-Cdc42 beads, Bodipy-GTP binding, flow cytometry; actives lie on both sides. P60953. 190,000 tested, 0.2% active;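 active means percent activity GTP binding at least 20 points away from the 100% baseline, either down as inhibitor or up as activator; inconclusive means compound flagged as likely green fluorescent from well-wide comparison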;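 further: median bead fluorescence of bound Bodipy-FL-GTP at 100 nM; 0% = excess unlabeled GTP control and 100% = no compound control; below 100% means less GTP binding so inhibitor and above means activator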
Target sequence (P60953 whole entry, looked up): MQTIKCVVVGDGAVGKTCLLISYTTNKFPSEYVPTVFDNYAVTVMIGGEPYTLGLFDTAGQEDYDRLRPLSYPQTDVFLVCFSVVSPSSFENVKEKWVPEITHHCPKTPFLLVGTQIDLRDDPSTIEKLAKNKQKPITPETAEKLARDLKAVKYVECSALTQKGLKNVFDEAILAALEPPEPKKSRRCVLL
ABCB1 block – blocks JC-1 efflux by human ABCB1 transporter | CCRF-Adr cells, flow cytometry | AID 1326 | inhibition, % at 6.6 µM | 190,000 tested, 0.067% active; in the data active means inhibition above about 40%;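 further: 0% = vehicle and 100% = reference inhibitor; higher value means more JC-1 retained so stronger ABCB1 efflux block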
Rac1 wt GTP bind – alters GTP binding to wildtype human Rac1; P63000; GST-Rac1 beads, fluorescent GTP binding, flow cytometry; actives lie on both sides; 0 = cold GTP competed, 100 = untreated; GTP binding activity (% of control), % at 10 µM; 190,000 tested, 0.27% active; AID 757;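 active means GTP binding activity at least 20 points away from the 100% control level, either lower or higher; inconclusive means compound flagged as likely green fluorescent, judged across all proteins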
Rab7 wt modul – dog Rab7 wildtype GTP binding, inhibitors and activators; GST-Rab7 beads, fluorescent GTP binding, flow cytometry; actives lie on both sides; untreated = 100%, excess cold GTP = 0%; GTP binding activity (percent of control), % at 10 µM; 190,000 tested, 0.055% active; AID 758;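 active means fluorescent GTP binding to Rab7 beads changed by at least 20 points from the 100% baseline, either direction, mostly lower; inconclusive means compound itself probably fluorescent, or too few beads counted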;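 further: median green fluorescence of bound Bodipy-FL-GTP per Rab7 bead population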
ABCG2 block – blocks JC-1 efflux by human ABCG2 transporter; 190,000 tested, 0.1% active; inhibition, % at 6.6 µM; IgMXP3 cells, flow cytometry; AID 1325;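 active means inhibition above 80%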;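 further: 0% = DMSO and 100% = nicardipine control wells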
Target sequence (Q9UNQ0 whole entry, looked up): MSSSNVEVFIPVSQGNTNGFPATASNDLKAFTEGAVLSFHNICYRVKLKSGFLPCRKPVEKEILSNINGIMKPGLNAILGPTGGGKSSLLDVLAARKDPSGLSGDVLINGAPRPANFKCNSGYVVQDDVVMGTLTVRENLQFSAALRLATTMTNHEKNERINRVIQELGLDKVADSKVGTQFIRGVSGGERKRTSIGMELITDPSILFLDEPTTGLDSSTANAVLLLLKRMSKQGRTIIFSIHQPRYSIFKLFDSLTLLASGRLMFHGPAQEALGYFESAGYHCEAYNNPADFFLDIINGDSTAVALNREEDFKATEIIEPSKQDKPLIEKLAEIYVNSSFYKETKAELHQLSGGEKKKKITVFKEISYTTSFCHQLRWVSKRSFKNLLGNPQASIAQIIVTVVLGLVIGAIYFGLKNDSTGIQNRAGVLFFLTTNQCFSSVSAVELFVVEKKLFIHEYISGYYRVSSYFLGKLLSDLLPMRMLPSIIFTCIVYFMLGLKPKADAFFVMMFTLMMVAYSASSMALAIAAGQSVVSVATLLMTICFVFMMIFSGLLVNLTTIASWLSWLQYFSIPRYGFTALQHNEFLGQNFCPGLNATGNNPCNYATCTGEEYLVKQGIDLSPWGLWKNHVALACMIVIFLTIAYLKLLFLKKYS
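Test system: ABCG2 IgMXP3 and barcoded ABCB1 CCRF-Adr cell mix; Schedule: cells with compound and JC-1, 10 min at 25 °C, rotating, no wash; Technique: flow cytometry of retained JC-1 fluorescence; Measure: % inhibition of efflux relative to nicardipine and DMSO; Controls: nicardipine high and DMSO low controls.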
Pf gametocyte – kills late stage P. falciparum gametocytes; P. falciparum stage V gametocytes, ATP luminescence, 24 h; inhibition, % at 10.9 µM; 150,000 tested, 0.065% active; AID 743093;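 active means inhibition above the mean plus 3 SD of compounds within the control limits, set per campaign, cut at about 38% in these data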;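 further: 0% = DMSO wells and 100% = medium only without gametocytes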
Rac1 mut GTP – alters GTP binding to activated mutant human Rac1. percent activity (GTP binding), % at 10 µM. 190,000 tested, 0.11% active. P63000. GST-Rac1 activated beads, fluorescent GTP binding, flow cytometry; actives lie on both sides; 100% means binding = to untreated wells;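 active means GTP binding at least 20 percentage points away from the 100% baseline, in either direction, so actives lie on both sides; inconclusive means Compound likely fluorescent itself, or too few beads counted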
GSH fluor – GSH bead compound fluorescence profile; 190,000 tested, 0.25% active; fluorescence (KMESF) at 10 µM; GSH beads flow cytometry, compound fluorescence 488/530 nm; active compounds read high; AID 1776; in the data active means fluorescence above about 89;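 further: glutathione beads carrying GST-tagged Bcl family fusion proteins plus one bare bead set; values are compound well signal with DMSO vehicle wells as background; inactives centre near 16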
Rab2A wt mod – changes GTP binding to wildtype dog Rab2A, up or down; P61105; GST-Rab2 wt beads, Bodipy-GTP binding, flow cytometry; GTP binding activity, % at 10 µM; 190,000 tested, 0.19% active; AID 760;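 active means GTP binding activity at least 20 points away from 100%, either lowered or raised; inconclusive means signal likely due to the compound's own green fluorescence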;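 further: 0% = beads with excess unlabeled GTP and 100% = no-compound control corrected for plate trend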
HRas wt GTP – changes GTP binding to wildtype human HRas; P01112; GST-Ras wt beads, Bodipy-FL-GTP binding, flow cytometry; actives lie on both sides; GTP binding activity, % at 10 µM; 190,000 tested, 0.14% active;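 active means GTP binding activity at least 20% away from the 100% baseline, either lowered as inhibitor or raised as activator; inconclusive means flagged as likely green fluorescent, judged across all proteins in the well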;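 further: 0% = unlabeled GTP competition control and 100% = no-compound control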
Target sequence (P01112 whole entry, looked up): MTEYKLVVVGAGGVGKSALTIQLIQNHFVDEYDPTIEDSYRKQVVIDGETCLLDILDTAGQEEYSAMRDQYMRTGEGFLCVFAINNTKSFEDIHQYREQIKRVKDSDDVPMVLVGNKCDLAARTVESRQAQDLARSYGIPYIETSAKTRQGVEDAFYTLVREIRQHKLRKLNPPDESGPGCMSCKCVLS
The depositor's hits bear a star; ? = inconclusive; nt = not tested or not shown.

SMILES | Avidin fluor | Cdc42 wt GTP | ABCB1 block | Rac1 wt GTP bind | Rab7 wt modul | ABCG2 block | Pf gametocyte | Rac1 mut GTP | GSH fluor | Rab2A wt mod | HRas wt GTP
CC1CC(C(F)(F)F)n2ncc(C(=O)O)c2N1 (stereo not given) | 28 | 98 | 0.1 | 95 | 96 | 0 | -8 | 94 | 19 | 95 | 98
CCOC1OC2C(CO)OC(n3cnc4c(N)ncnc43)C2O1 (stereo not given) | 6 | 103 | -3.4 | 106 | 96 | -4 | nt | 102 | 19 | 100 | 101
CCCOc1ccc([C@@H]2C3CN(C(=O)OCC)CC=C3C(C#N)=C(N)C2(C#N)C#N)cc1OC (stereo not given in full) | 11 | 101 | 1.2 | 98 | 95 | 2 | nt | 95 | 51 | 99 | 98
Cc1cccc(NC(=O)C2CCCN2C(=O)Oc2ccccc2)c1 (stereo not given) | 10 | 102 | 0.3 | 102 | 102 | 1 | nt | 100 | 27 | 102 | 100
COc1ccc(OC)c(NC(=S)NN2CCN(C)CC2)c1 | 13 | 101 | 0.7 | 104 | 101 | 3 | nt | 97 | 36 | 99 | 100
COc1ccc(-c2nnn(CC(=O)NCc3cccs3)n2)cc1OC | 15 | 100 | 0.9 | 102 | 101 | 19 | nt | 101 | 31 | 100 | 101
CCCN(C(=S)Nc1ccccc1)C1CCS(=O)(=O)C1 (stereo not given) | 11 | 101 | 1.2 | 104 | 99 | 8 | nt | 98 | 24 | 101 | 100
c1cc2nncn2nc1N1CCCC1 | 14 | 100 | -2.5 | 97 | 94 | -3 | 12 | 95 | 26 | 96 | 98
O=C(O)c1cc(NCc2ccc(F)cc2)ccc1N1CCOCC1 | 6 | 102 | 0.9 | 99 | 100 | 2 | nt | 98 | 36 | 100 | 100
COc1ccc(-c2[nH]ncc2CN(C)CCc2c(C)n[nH]c2C)c(F)c1 | 5 | 93 | -0.3 | 97 | 96 | 0 | -35 | 98 | 16 | 96 | 95
Nc1ccc2c(c1)CC(=O)c1ccccc1S2 | 1 | 102 | -0.3 | 103 | 106 | -1 | 2 | 96 | 10 | 98 | 102
O=C(Nc1ccccn1)C(F)(F)C(F)(F)C(F)(F)C(F)(F)C(=O)Nc1ccccn1 | 15 | 102 | 1.0 | 103 | 105 | 25 | 3 | 99 | 8 | 97 | 100
CCC(=O)N1CCc2cc(S(=O)(=O)CCC(=O)NC(C)CC)ccc21 (stereo not given) | 8 | 97 | -0.1 | 103 | 98 | 2 | 11 | 94 | 13 | 97 | 96
CC(Oc1ccccc1)c1ccnc2nc(/N=C/N(C)C)nn12 (stereo not given) | 10 | 102 | 0.8 | 109 | 102 | 12 | -25 | 100 | 30 | 100 | 100
CC(C)c1ccc(C(=O)NNC(=O)C2CC=CCC2C(=O)O)cc1 (stereo not given) | 0 | 100 | 0.6 | 104 | 96 | 1 | 7 | 98 | 6 | 98 | 96
COc1ccc(Nc2cc(C(=O)NCCCN3CCOCC3)c3ccccc3n2)c(OC)c1 | 13 | 104 | 1.7 | 106 | 99 | 31 | 19 | 103 | 34 | 103 | 102
CCOc1ccc(C(=S)N2CCCC2)cc1 | 25 | 97 | -0.1 | 98 | 96 | 0 | nt | 94 | 19 | 95 | 97
CC1(C)Cc2c(c(N3CCOCC3)nc3snc(NC(=O)c4ccccc4)c23)CO1 | 15 | 113 | 0.5 | 110 | 101 | 1 | nt | 103 | 11 | 103 | 105
CC1=CCC2C(=O)N(c3ccc(C)cc3)C(=O)C2C1 (stereo not given) | 16 | 98 | 0.2 | 96 | 95 | 1 | nt | 96 | 14 | 97 | 97
N/C(=N\OC(=O)COc1ccc(Br)cc1)c1cccnc1 | 3 | 100 | 1.0 | 106 | 101 | 9 | nt | 104 | 7 | 98 | 100
CCOC(=O)C(=O)Nc1nnc(COc2ccccc2)s1 | 7 | 107 | 0.3 | 104 | 98 | 5 | -10 | 100 | 9 | 100 | 104
CCO[C@H]1OC(C(=O)N2CCOCC2)=C[C@@H](c2ccc3c(c2)OCO3)[C@@H]1CCCO | 6 | 98 | 0.5 | 98 | 104 | 3 | nt | 98 | 17 | 100 | 97
CC(C)CNC(=O)C(=O)NN=C1CCCCCC1 | 4 | 100 | -0.1 | 107 | 104 | 1 | -2 | 101 | 20 | 100 | 106
CN=C1SC(CC(=O)Nc2ccc(F)cc2F)C(=O)N1/N=C/c1ccc(OC(F)F)c(OC)c1 (stereo not given) | 11 | 95 | 1.2 | 100 | 97 | 6 | -2 | 98 | 11 | 96 | 97
COc1ccc(/C=N/n2c(C)nc3sc(C)c(C)c3c2=O)cc1OC | 10 | 88 | 0.2 | 90 | 92 | 0 | -29 | 88 | 13 | 86 | 91
O=[N+]([O-])c1ccc2oc(C3CCCCC3)nc2c1 | 10 | 107 | 0.7 | 107 | 102 | 4 | nt | 102 | 10 | 102 | 102
COC(=O)c1ccc(Oc2nc3c(c(=O)n(C)c(=O)n3C)n2CCC(C)C)cc1 | 16 | 99 | 2.0 | 100 | 98 | 12 | -25 | 97 | 30 | 97 | 98
CN(Cc1ccc(Cl)s1)C(=O)CCl | 9 | 91 | 0.4 | 97 | 97 | 0 | 28 | 93 | 15 | 93 | 94
O=C(CCN1C(=O)C2C3C=CC(C3)C2C1=O)Oc1ccc2ccccc2c1 (stereo not given) | 5 | 97 | -0.4 | 101 | 103 | 0 | -1 | 100 | 12 | 102 | 99
CC1CC(NC(=O)C2(C)CC2(Cl)Cl)CC(C)(C)C1 (stereo not given) | 9 | ? | -0.5 | ? | ? | 0 | -10 | ? | 35 | ? | ?
COCCn1c(=NC(=O)c2ccco2)sc2cc(C(=O)OC)ccc21 | 13 | 100 | 0.7 | 102 | 100 | 10 | nt | 97 | 13 | 98 | 100
Cc1csc(NC(=O)C2CCN(C(=O)c3ccccc3C)CC2)n1 | 8 | 100 | 0.0 | 102 | 96 | 2 | 22 | 97 | 12 | 99 | 96
Cc1ccccc1Nc1nc(-c2cccnc2)nc2ccccc12 | 6 | 92 | 0.4 | 96 | 101 | 2 | nt | 94 | 18 | 97 | 96
COc1ccc2nc(/N=C(\N)NC(=O)N3c4ccccc4Sc4ccccc43)nc(C)c2c1 | 8 | 104 | -0.5 | 105 | 104 | -3 | nt | 100 | 12 | 102 | 101
CCSc1nnc(NC(=O)CSc2nc3c(c(=O)n2C)SC(C)C3)s1 (stereo not given) | 7 | 94 | 0.4 | 94 | 94 | 2 | nt | 95 | 28 | 93 | 96
Cc1nn(-c2ccccc2)c2c1C1(C(=O)N3c4c(cccc41)C(C)CC3(C)C)C(C#N)=C(N)O2 (stereo not given) | 22 | 95 | -1.0 | 99 | 97 | -1 | nt | 94 | 25 | 95 | 96
CC(C)COc1cccc(C(=O)Nc2ccc(S(=O)(=O)N3CCOCC3)cc2)c1 | 16 | 99 | 1.0 | 96 | 102 | 7 | nt | 94 | 40 | 97 | 97
CCCS(=O)(=O)c1c(S(=O)(=O)CCC)c2cc(CC)ccn2c1C(=O)OC | 22 | 92 | 0.3 | 97 | 96 | 1 | nt | 93 | 25 | 94 | 94
Cc1c(C(=O)Nc2nnc(C(F)(F)F)s2)oc2ccccc12 | 21 | 99 | 0.4 | 103 | 103 | 15 | nt | 97 | 12 | 98 | 100
COc1ccc(OC)c(C2C(C(=O)c3cccs3)=C(O)C(=O)N2CCN(C)C)c1 (stereo not given) | 18 | 100 | 0.9 | 101 | 98 | 2 | nt | 98 | 12 | 101 | 104
Cc1ccc(CNC(=O)C2c3ccccc3C(=O)N(C)C2c2c[nH]c3ccccc23)o1 (stereo not given) | 40 | 104 | 1.4 | 104 | 101 | 5 | -5 | 100 | 13 | 100 | 101
CCn1c(=NC(=O)c2cccc(N3C(=O)CCC3=O)c2)sc2c(OC)ccc(OC)c21 | 6 | 94 | 0.4 | 99 | 101 | 0 | nt | 94 | 17 | 97 | 94
CCCCn1nc2cc(C(=O)NCc3ccccc3OC)ccc2c1OCC | 7 | 103 | 1.1 | 102 | 102 | 5 | -19 | 98 | 69 | 100 | 101
CCOC(=O)c1ccc(NS(=O)(=O)c2ccc(Cl)nc2)cc1 | 11 | 95 | -0.2 | 97 | 101 | -2 | nt | 90 | 11 | 94 | 94
Cc1ccc(N2C(=O)CC(n3ccnc3)C2=O)cc1C (stereo not given) | 11 | 98 | 0.0 | 96 | 97 | 3 | nt | 98 | 25 | 99 | 98
C/C(=C\C(=O)c1ccc(Cl)cc1)NCc1ccc2c(c1)OCO2 | 12 | 84 | 0.2 | 89 | 93 | 1 | nt | 88 | 22 | 83 | 86

No new results follow: an excerpt of the list.
SMILES | Avidin fluor | Cdc42 wt GTP | ABCB1 block | Rac1 wt GTP bind | Rab7 wt modul | ABCG2 block | Pf gametocyte | Rac1 mut GTP | GSH fluor | Rab2A wt mod | HRas wt GTP
COC(=O)c1ccc(Oc2nc3c(c(=O)n(C)c(=O)n3C)n2CCC(C)C)cc1 | 16 | 99 | 2.0 | 100 | 98 | 12 | -25 | 97 | 30 | 97 | 98
CN(Cc1ccc(Cl)s1)C(=O)CCl | 9 | 91 | 0.4 | 97 | 97 | 0 | 28 | 93 | 15 | 93 | 94
O=C(CCN1C(=O)C2C3C=CC(C3)C2C1=O)Oc1ccc2ccccc2c1 (stereo not given) | 5 | 97 | -0.4 | 101 | 103 | 0 | -1 | 100 | 12 | 102 | 99
CC1CC(NC(=O)C2(C)CC2(Cl)Cl)CC(C)(C)C1 (stereo not given) | 9 | ? | -0.5 | ? | ? | 0 | -10 | ? | 35 | ? | ?
COCCn1c(=NC(=O)c2ccco2)sc2cc(C(=O)OC)ccc21 | 13 | 100 | 0.7 | 102 | 100 | 10 | nt | 97 | 13 | 98 | 100
Cc1csc(NC(=O)C2CCN(C(=O)c3ccccc3C)CC2)n1 | 8 | 100 | 0.0 | 102 | 96 | 2 | 22 | 97 | 12 | 99 | 96
Cc1ccccc1Nc1nc(-c2cccnc2)nc2ccccc12 | 6 | 92 | 0.4 | 96 | 101 | 2 | nt | 94 | 18 | 97 | 96
COc1ccc2nc(/N=C(\N)NC(=O)N3c4ccccc4Sc4ccccc43)nc(C)c2c1 | 8 | 104 | -0.5 | 105 | 104 | -3 | nt | 100 | 12 | 102 | 101

This is a random part of the collection. About 1.1% of those tested had a hit in this group.
